# Source: PubChem
# AddAB inh: less growth of phage-infected E. coli with AddAB | E. coli expressing H. pylori AddAB, absorbance growth | 330,000 tested, 0.29% active | inhibition, % at 11.9 µM | AID 435030; in the data active means inhibition above about 12%;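 further: 0% = vehicle wells of infected cells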
# OPRM1-OPRD1 inv: inverse agonist of human OPRM1-OPRD1 heterodimerization | P35372+P41143 | cell-based MOR-DOR heterodimer luminescence, inverse agonism | inhibition, % at 9.3 µM | 340,000 tested, 0.21% active | AID 504357; in the data active means inhibition above about 22%, passing the limit was not always enough;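 further: 0% = cells with DMSO and 100% = wells without cells with DMSO; values of inactives mirror those of a sister screen read the other way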
# MOR-DOR ag: OPRM1-OPRD1 heterodimerization agonism; cells, luminescence; P35372+P41143; 340,000 tested, 0.3% active; activation, % at 9.3 µM; in the data active means activation above about 18%;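 further: 0% = vehicle-treated cells and 100% = reference agonist; values of inactives mirror those of a sister screen read the other way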
# HTR5A ag: HTR5A agonism, opioid heterodimer counter-screen. 340,000 tested, 0.61% active. P47898. AID 504692. activation, % at 9.3 µM. HTR5A agonist assay, luminescence, cell-based; in the data active means activation mostly above about 9.5%, no sharp cut-off; inactive means mostly below about 7.6%;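 further: 0% = cells with vehicle only and 100% = reference agonist; strong numbers were not always called active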
# Target sequence (P47898 whole entry, looked up): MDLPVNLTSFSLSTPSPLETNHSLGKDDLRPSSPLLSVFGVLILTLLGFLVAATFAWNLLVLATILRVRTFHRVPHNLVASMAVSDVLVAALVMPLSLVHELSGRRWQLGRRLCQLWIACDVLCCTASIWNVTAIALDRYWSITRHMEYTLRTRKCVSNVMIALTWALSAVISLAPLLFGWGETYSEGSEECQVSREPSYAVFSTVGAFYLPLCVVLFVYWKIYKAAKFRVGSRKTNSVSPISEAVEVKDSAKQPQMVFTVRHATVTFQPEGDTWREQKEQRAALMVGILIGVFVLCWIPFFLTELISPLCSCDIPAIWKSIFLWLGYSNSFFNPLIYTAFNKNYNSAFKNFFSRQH
# SUMO Mot1 rescue: blocks SUMOylation pathway, rescuing yeast Mot1-301 growth | S. cerevisiae Mot1-301 growth rescue, ATP luminescence, 38.5C; percent above DMSO median, 100 means doubled | growth rescue, % at 18.8 µM | 320,000 tested, 1% active;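 active means every valid replicate shows activation above 250% relative to neutral control wells; inactive means the rest, any valid replicate at or below 250%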;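 further: OY570 slx delta 5 strain wells were the positive control but not used for scaling; some compounds called inactive have numbers as strong as hits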
# Ecoli viability: counter-screen for AddAB inhibitors: E. coli growth inhibition. E. coli V3065 growth, OD600 absorbance, 18 h. inhibition, % at 11.9 µM. 330,000 tested, 0.27% active;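 active means inhibition above the campaign's mean inhibition across all tested compounds plus 3 SD, cut at about 9.9% in these data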;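 further: uninfected addAB+ strain grown without phage in ampicillin broth; 0% = DMSO wells and 100% = ciprofloxacin 0.95 µg/ml wells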
# HTR5A inv ag: HTR5A inverse agonism, opioid heterodimer counter-screen; P47898; HTR5A cell line, luminescence; inhibition, % at 9.3 µM; 340,000 tested, 0.083% active; AID 504634; in the data active means inhibition mostly above about 23%, no sharp cut-off; inactive means mostly below about 18%;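 further: 0% = cells with DMSO and 100% = no-cell wells with DMSO; some compounds called inactive have numbers as strong as hits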
# phage Ecoli inh: E. coli growth loss with phage present; growth absorbance; inhibition, % at 11.9 µM; 360,000 tested, 0.26% active; AID 651602; in the data active means inhibition above about 11%
# PfHsp90 yeast 2: inhibits growth of yeast expressing Plasmodium falciparum Hsp90; inhibition, % at 9.4 µM; S. cerevisiae expressing PfHsp90, BacTiter-Glo ATP, 48 h; yeast lacking PDR1 and PDR3 efflux regulators; AID 504621; 310,000 tested, 0.32% active;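 active means every replicate shows inhibition above about 80%, whatever the replicate mean, limit read from the data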;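 further: 0% = DMSO neutral controls and 100% = 20 µM radicicol positive controls; yeast relying on Plasmodium falciparum Hsp90 in place of its own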
# PKA-R1A act: activates the PKA-R1A holoenzyme complex | PKA-R1A dissociation, Cy5-IP20 fluorescence polarization; scaled: DMSO 0%, 113 µM cGMP 100% | activation, % at 11.4 µM | 340,000 tested, 0.083% active;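 active means percent activation above the mean of all tested compounds plus 3 SD, cut at about 19% in these data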;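 further: higher means more PKAc released from R1A so a rise in polarization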
# DSG3 Ab inh: inhibitors of pemphigus antibody binding to human desmoglein-3; P32926; DSG3-coupled beads, scFv-anti-DSG3-GFP binding, flow cytometry; hits give low values; binding (percent of control), % at 10 µM; 310,000 tested, 0.48% active; AID 588358;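 active means binding more than 3 SD below its plate's average and above zero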;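 further: hits lower antibody fragment binding to DSG3; some compounds called inactive have numbers as strong as hits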
# * hit, by the source's call; . = no result given.
canonical_smiles	AddAB inh	OPRM1-OPRD1 inv	MOR-DOR ag	HTR5A ag	SUMO Mot1 rescue	Ecoli viability	HTR5A inv ag	phage Ecoli inh	PfHsp90 yeast 2	PKA-R1A act	DSG3 Ab inh
CC(NC(=O)COC(=O)c1ccc(Cl)cc1O)c1ccc(F)cc1 (configuration not stated)	-2.1	3	-0.6	2	15	-2.0	-6	4.3	12	-6	82
COc1ccc(C(=O)C2CCCN(C(=O)/C=C/c3ccccn3)C2)c(C)c1 (configuration not stated)	2.3	13	-2.7	0	23	0.8	15	4.0	-32	-4	89
CCCCCOC(=O)Cc1c(O)c2ccccc2[nH]c1=O	2.7	4	-1.0	2	-11	-1.4	15	1.3	-29	-7	94
O=C(N/N=C/c1cn(-c2ccccc2)nc1-c1ccccc1)c1ccco1	-1.2	-9	1.8	-1	-13	-1.8	13	3.3	-5	-6	98
CCn1c(=O)cc(OCC(=O)Nc2cccc(C)n2)c2ccccc21	-5.0	-19	3.3	6	1	-0.7	-15	3.2	.	-4	.
C=C(C)COc1ccc(-c2ncncc2-c2ccccc2OC)c(O)c1	-0.8	-20	3.5	0	399	1.6	-2	0.6	1	-10	97
O=C(COC(=O)Cc1ccc(F)cc1)NC1CCS(=O)(=O)C1 (configuration not stated)	-1.7	8	-1.6	-2	14	-1.1	0	1.1	-25	-1	99
CC(C)=C[C@@H]1C[C@H](C)[C@H]2CC[C@H](C)c3c(O[C@@H]4O[C@@H](C)[C@@H](O)[C@@H](O)[C@@H]4O)c(O)c(C)c1c32	-3.4	-2	0.3	4	107	-2.2	-26	.	105*	6	103
c1ccc(COc2cccc(CN3CCc4ccccc4C3)c2)cc1	1.4	-7	1.3	-1	175	0.1	3	-0.2	-6	0	119
COC(=O)c1cc(C)sc1NC(=O)C1C2C=CC(CC2)C1C(=O)O (configuration not stated)	1.5	3	-0.5	4	4	-0.3	28	3.5	-8	2	89

# An excerpt of these results, with two lines to a compound:
# Values run as follows: AddAB inh, OPRM1-OPRD1 inv, MOR-DOR ag, HTR5A ag, SUMO Mot1 rescue, Ecoli viability, HTR5A inv ag, phage Ecoli inh, PfHsp90 yeast 2, PKA-R1A act, DSG3 Ab inh
C=C(C)COc1ccc(-c2ncncc2-c2ccccc2OC)c(O)c1
  -0.8, -20, 3.5, 0, 399, 1.6, -2, 0.6, 1, -10, 97
CC(NC(=O)COC(=O)c1ccc(Cl)cc1O)c1ccc(F)cc1 (configuration not stated)
  -2.1, 3, -0.6, 2, 15, -2.0, -6, 4.3, 12, -6, 82
O=C(N/N=C/c1cn(-c2ccccc2)nc1-c1ccccc1)c1ccco1
  -1.2, -9, 1.8, -1, -13, -1.8, 13, 3.3, -5, -6, 98
CCn1c(=O)cc(OCC(=O)Nc2cccc(C)n2)c2ccccc21
  -5.0, -19, 3.3, 6, 1, -0.7, -15, 3.2, ., -4, .
CCCCCOC(=O)Cc1c(O)c2ccccc2[nH]c1=O
  2.7, 4, -1.0, 2, -11, -1.4, 15, 1.3, -29, -7, 94

# Next part
canonical_smiles	AddAB inh	OPRM1-OPRD1 inv	MOR-DOR ag	HTR5A ag	SUMO Mot1 rescue	Ecoli viability	HTR5A inv ag	phage Ecoli inh	PfHsp90 yeast 2	PKA-R1A act	DSG3 Ab inh
O=C(c1ccccc1)c1cnc(Nc2ccccc2Cl)s1	1.6	4	-0.8	-1	158	-0.3	10	.	.	1	100
CN(CC(=O)Nc1cccc(S(=O)(=O)N2CCOCC2)c1)CC(=O)Nc1ccc(Cl)c(C(F)(F)F)c1	1.9	-19	3.0	-3	8	1.6	7	2.6	-14	0	93
COc1ccc(-n2c(=O)c3ccccc3n(CC(=O)OCc3ccccc3)c2=O)cc1OC	0.9	4	-0.7	6	.	0.7	-17	1.0	-21	-1	92
COc1ccc(C2=NN(CCC(=O)NC3CCC(C)CC3)C(=O)CC2)cc1 (configuration not stated)	1.9	17	-3.2	-3	376	0.1	16	0.9	0	4	105
CN1CCN(c2ccc(NC(=O)c3sc4ccccc4c3Cl)cc2)CC1	4.5	5	-1.1	3	143	0.2	30	0.9	27	-11	93
C/C(=N\NC(=O)c1cccnc1)c1cc2ccccc2o1	1.4	-1	0.2	2	-17	1.7	-7	0.5	-20	-2	99
Cc1nc2cc(NC(=O)N3c4ccccc4CC3C)ccc2n1C (configuration not stated)	2.1	14	-2.5	22*	-8	1.9	-58	1.6	-3	5	108
Cc1cc(NC(=O)Cn2cnc3sc(C)c(-c4ccccc4)c3c2=O)no1	.	11	-1.8	2	.	.	-10	1.2	-1	-9	.
COc1ccc(-c2cc(C(=O)N/N=C/c3ccc4c(c3)OCO4)c3ccccc3n2)c(OC)c1	-0.5	-3	0.5	-2	-13	-1.8	12	1.9	17	15	77*
COc1cccc(CNC(=O)C(C)n2ccc3cc(S(=O)(=O)N4CCCC4)ccc32)c1 (configuration not stated)	2.5	6	-1.1	-4	-2	-1.4	3	1.5	-9	-1	.
O=C(CSc1nccc(=O)[nH]1)N1N=C2/C(=C/c3ccco3)CCCC2C1c1ccco1 (configuration not stated)	0.0	-1	0.1	3	-16	-3.8	-8	-1.1	-5	-18	102
Cc1ccc(NC(=O)CSc2sc3c(O)cc(=O)[nH]c3c2C#N)c(F)c1	2.2	17	-3.3	-1	-3	0.4	2	-0.1	22	-1	100
COc1ccc(/C=C/C(=O)O)cc1COc1ccccc1C	1.9	6	-1.2	-2	1	-1.9	8	0.0	3	-14	101
CC(=O)NC(CC(=O)OCc1ccc([N+](=O)[O-])cc1)c1ccccc1 (configuration not stated)	1.8	2	-0.4	-2	497*	-1.3	5	2.2	-10	-11	74
CC1CN(S(=O)(=O)c2ccc(C(=O)N(CCCN(C)C)c3nc4c(Cl)cccc4s3)cc2)CC(C)O1 (configuration not stated)	0.7	12	-3.7	5	-1	1.2	6	1.8	13	-4	114
COCCNC(=O)CN1C(=O)NC(c2ccccc2)(c2ccccc2)C1=O	4.2	3	-0.6	-3	-10	2.0	8	2.2	13	-6	91
O=c1cc(-c2ccccc2Cl)oc2c(NS(=O)(=O)c3ccccc3C(F)(F)F)ccc(O)c12	3.1	12	-2.2	-3	-28	2.4	6	2.5	-10	3	108
N#Cc1nc(-c2ccc(OCc3ccc(Cl)cc3)cc2)oc1N1CCOCC1	2.5	7	-1.2	-4	10	-1.5	-11	-2.2	-4	-5	83
CSc1cccc(NC(=O)C2CCCN2S(=O)(=O)c2ccc(Br)s2)c1 (configuration not stated)	1.9	-12	2.4	3	5	1.4	-13	2.4	.	-11	95
CCCNC(=O)c1ccc2nc(-c3ccccc3)c(-c3ccccc3)nc2c1	-1.0	2	-0.3	-6	-1	-0.1	-23	-0.2	7	0	77

# Profiles from above. Values in the order: AddAB inh, OPRM1-OPRD1 inv, MOR-DOR ag, HTR5A ag, SUMO Mot1 rescue, Ecoli viability, HTR5A inv ag, phage Ecoli inh, PfHsp90 yeast 2, PKA-R1A act, DSG3 Ab inh
# Profile of N#Cc1nc(-c2ccc(OCc3ccc(Cl)cc3)cc2)oc1N1CCOCC1 = 2.5, 7, -1.2, -4, 10, -1.5, -11, -2.2, -4, -5, 83
# Profile of COc1ccc(/C=C/C(=O)O)cc1COc1ccccc1C = 1.9, 6, -1.2, -2, 1, -1.9, 8, 0.0, 3, -14, 101
# Profile of COCCNC(=O)CN1C(=O)NC(c2ccccc2)(c2ccccc2)C1=O = 4.2, 3, -0.6, -3, -10, 2.0, 8, 2.2, 13, -6, 91
# Profile of CCCNC(=O)c1ccc2nc(-c3ccccc3)c(-c3ccccc3)nc2c1 = -1.0, 2, -0.3, -6, -1, -0.1, -23, -0.2, 7, 0, 77

# New compounds follow:
canonical_smiles	AddAB inh	OPRM1-OPRD1 inv	MOR-DOR ag	HTR5A ag	SUMO Mot1 rescue	Ecoli viability	HTR5A inv ag	phage Ecoli inh	PfHsp90 yeast 2	PKA-R1A act	DSG3 Ab inh
COc1cccc(NC(=O)CN(C)C(=O)Cc2c(C)nc3ccccc3c2C)c1	0.9	13	-3.0	-2	-2	0.3	5	1.0	3	5	101
O=C(CNC(=O)C1CCCCC1)NC1CCCCC1	-1.2	15	-3.1	-3	11	-2.6	13	1.2	18	0	115
COc1ccc(-c2nc[nH]c2[N+](=O)[O-])cc1	3.3	14	-3.0	-6	-27	3.8	15	1.2	-17	-6	85
N#Cc1c(NC(=O)C(=O)NCCCN2CCOCC2)sc2c1CCC2	3.7	19	-3.5	-2	2	-0.5	-10	0.6	22	-10	102
CN(C)C(=O)CCc1ccc2c3c([nH]c2c1)[C@]1(C)[C@@H](C(=O)N2CCCCC2)C[C@H](CC(=O)NCCN2CCOCC2)C(=O)N1CC3	1.1	15	-3.0	-4	.	-1.6	14	2.2	-1	1	105
CCCCSc1nc(O)cc(=O)n1CC	3.5	-8	1.5	0	-17	0.6	22	0.6	19	-6	108
Cc1nn(CC(=O)NCCc2cccs2)c(=O)c2nn(-c3ccccc3)c(C)c12	2.7	3	-0.6	-2	-15	-0.2	-14	-2.0	1	1	95
COc1ccccc1NC(=O)c1ccc2c(c1)C(=O)N(Cc1ccco1)C2=O	.	-4	0.7	3	1	.	-11	2.5	-22	9	124
COc1ccc(Cl)cc1NC(=O)C(C)N(C)Cc1ccc(C(F)(F)F)cc1 (configuration not stated)	1.6	9	-1.8	2	13	0.0	0	2.8	-68	1	.
CC1CN(c2cc(=O)n(-c3cccc(Br)c3)c(=O)[nH]2)CC(C)O1 (configuration not stated)	-2.2	8	-1.5	10	2	-0.4	2	3.8	8	5	95
Cc1cc(NC(=O)CSc2nnc(C)n2-c2ccccc2)no1	0.6	4	-0.8	3	-1	1.2	-3	2.4	8	-2	109
COc1ccccc1-c1nc(SCC(=O)O)n[nH]1	-1.3	-7	1.2	-1	6	-1.9	-5	1.3	-37	0	90

# At a glance, part of the list above:
canonical_smiles	AddAB inh	OPRM1-OPRD1 inv	MOR-DOR ag	HTR5A ag	SUMO Mot1 rescue	Ecoli viability	HTR5A inv ag	phage Ecoli inh	PfHsp90 yeast 2	PKA-R1A act	DSG3 Ab inh
Cc1cc(NC(=O)CSc2nnc(C)n2-c2ccccc2)no1	0.6	4	-0.8	3	-1	1.2	-3	2.4	8	-2	109
COc1ccccc1-c1nc(SCC(=O)O)n[nH]1	-1.3	-7	1.2	-1	6	-1.9	-5	1.3	-37	0	90
